TSHR antag – Antagonists of the Thyroid Stimulating Hormone Receptor: HTS campaign; Thyrotropin receptor (Homo sapiens), P16473; TSHR-expressing cells, TSH-stimulated cAMP HTRF, 2 h; hits give low values; activity change, negative = inhibition, % at 11.5 µM; 330,000 tested, 0.2% active;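 active = activity change below a set negative limit, meaning inhibition stronger than a set level, cut at about -70% in these data; inconclusive = activity change between two set negative limits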; also: % is scaled to controls: 0 for no effect and ±100 for the full control effect
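Competitive HTRF cAMP read-out (cryptate anti-cAMP antibody, cAMP-d2; 30 min, room temperature) in freshly harvested TSHR cells. Compounds added before TSH at EC80 (4nM final), followed by 2 hours' incubation at 37 deg C.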
S-ASM inh – Inhibitors of Secretory Acid Sphingomyelinase (S-ASM): qHTS | placental ASM, HMU-PC fluorogenic substrate, 60 min | 340,000 tested, 0.006% active | Potency, µM (series often up to 57.5 µM), inactives show top-dose activity change, negative = inhibition, most hits filed as inhibitors | Sphingomyelin phosphodiesterase (Homo sapiens), P17405 | AID 504937, 2011; also: potency is read from the fitted curve at half-maximal effect
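HMU-PC0 cleavage (9 uM final) by human placental ASM, 60 min at 37 °C following 10 min compound exposure at RT; stopped at pH 10, fluorescence Ex 386/Em 447 nm.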
Eya2 inh – qHTS Assay for Inhibitors of the Phosphatase Activity of Eya2. Protein phosphatase EYA2 (Homo sapiens), O00167. Potency, µM (titrated, usually from 76.9 µM), for inactives: top-dose activity, negative = inhibition, hits mostly inhibitors. recombinant Eya2, OMFP fluorescence dephosphorylation (OMFP is methylfluorescein phosphate). 330,000 tested, 0.006% active; also: potency is read from the fitted curve at half-maximal effect; % is scaled to controls: 0 for no effect and ±100 for the full control effect
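Eya2 protein (added as 0.2 uM solution) was preincubated with compound for 10 min at ambient temperature in 50 mM HEPES pH 7.5, 50 mM NaCl, 5 uM MgCl2, 0.05% BSA, 1 mM DTT. OMFP (added at 50 uM) then reacted 10 min; fluorescence read at 485/525 nm.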
Chronic BCR inh – qHTS Assay to Find Inhibitors of Chronic Active B-Cell Receptor Signaling; ABC-DLBCL IkBa-CBG/CBR reporter, luminescence ratio, 4 h; Potency, µM (doses to about 46.1 µM), for inactives: top-dose ratio change, negative = lower green/red ratio, actives largely listed as inhibitors; 340,000 tested, 0.05% active; active = well fitted inhibition curve with a large enough effect in the signal ratio, with a control signal flat, not every such curve was filed as active; inconclusive = small, poorly fitted or top-dose-only effect, or effect the other way, or a change in a side signal; the % refers to the signal ratio;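 also: potency is read from the fitted curve at half-maximal effect; plate controls were basal doxycycline-induced cells for no effect and cells given 10 µM MG132 for full effect; MG132 reads +100%, hits lower the ratio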
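Concentration-response series (up to 46 uM) were applied to TMD8 dual-reporter cells for 4 h at 37C with doxycycline. Green/red ratio, after filter-overlap correction, defined %Activity; red signal alone was normalised to basal cells and zero luminescence.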
Menin MLL FP TR – qHTS Assay for Inhibitors Targeting the Menin-MLL Interaction in MLL Related Leukemias: Competition With Texas Red Labeled MLL-derived Mutant Peptide. AID 1768, 2009. Menin + Texas Red MLL mutant peptide, fluorescence polarization. Potency, µM (doses to about 61.6 µM), for the others: top-dose FP activity change, negative = inhibition, usual class: inhibitors. 270,000 tested, 0.23% active. O00255; active = well fitted inhibition curve with a large enough effect in the polarisation, with a control signal flat, not every such curve was filed as active; inconclusive = small, poorly fitted or top-dose-only effect, or effect the other way, or a change in a side signal; inactive = no such curve, though single readings can be large or run the other way; the % refers to the polarisation; also: potency is read from the fitted curve at half-maximal effect; % of control where 0% means no effect; many of its hits are not listed in these tables
PKM2 activator – qHTS Assay for Activators of Human Muscle isoform 2 Pyruvate Kinase; Pyruvate kinase PKM (Homo sapiens), P14618; Potency, µM (highest dose often 57.5 µM), without a hit: top-dose activation, hits mostly activators; 260,000 tested, 0.34% active; purified PKM2, Kinase-Glo ATP luminescence, activation; response scale: 0% is enzyme alone, no compound; also: potency is read from the fitted curve at half-maximal effect; % is scaled to controls: 0 for no effect and ±100 for the full control effect; nearly all actives have a fitted effect of over 55% in size
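Kinase-Glo luminescence reports ATP generated from ADP (0.1 mM) and PEP (0.5 mM) by purified hPK-M2 after 1 h at room temperature, pH 7.2 imidazole buffer; intermediate enzyme activity allows detecting inhibitors and activators.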
hERG WT inh – qHTS for Inhibitors of KCHN2 3.1: Wildtype qHTS; U2OS, BacMam KCNH2, thallium flux FluxOr; hits give low values; 340,000 tested, 0.37% active; AID 720551, 2013; activity change, % at 1.84 µM; Voltage-gated inwardly rectifying potassium channel KCNH2 (Homo sapiens), Q12809;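 active = maximum activity change below -70%; inconclusive = maximum activity change between -70% and -50%; inactive = maximum activity change above -50%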; also: % is scaled to controls: 0 for no effect and ±100 for the full control effect
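U2OS cells transduced with wild-type KCNH2 virus are loaded with FluxOr dye for 45 min, and thallium flux is measured in kinetic reads before and after stimulation buffer. Rate constants are normalized to DMSO controls.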
USP2a block – qHTS Assay for Inhibitors of Ubiquitin-specific Protease USP2a Using CHOP2 as the Reporter | Ubiquitin carboxyl-terminal hydrolase 2 (Homo sapiens), O75604 | USP2 core, Ub-CHOP2 coupled fluorogenic reporter, 485/531 | Potency, µM (titrated, usually from 38.3 µM), for the others: top-dose activity change, negative = inhibition, usual class: inhibitors | 330,000 tested, 0.01% active;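 also: potency is read from the fitted curve at half-maximal effect; plate controls were DMSO wells for no effect and full inhibition by NEM control for full effect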
Target sequence (O75604 whole entry, looked up): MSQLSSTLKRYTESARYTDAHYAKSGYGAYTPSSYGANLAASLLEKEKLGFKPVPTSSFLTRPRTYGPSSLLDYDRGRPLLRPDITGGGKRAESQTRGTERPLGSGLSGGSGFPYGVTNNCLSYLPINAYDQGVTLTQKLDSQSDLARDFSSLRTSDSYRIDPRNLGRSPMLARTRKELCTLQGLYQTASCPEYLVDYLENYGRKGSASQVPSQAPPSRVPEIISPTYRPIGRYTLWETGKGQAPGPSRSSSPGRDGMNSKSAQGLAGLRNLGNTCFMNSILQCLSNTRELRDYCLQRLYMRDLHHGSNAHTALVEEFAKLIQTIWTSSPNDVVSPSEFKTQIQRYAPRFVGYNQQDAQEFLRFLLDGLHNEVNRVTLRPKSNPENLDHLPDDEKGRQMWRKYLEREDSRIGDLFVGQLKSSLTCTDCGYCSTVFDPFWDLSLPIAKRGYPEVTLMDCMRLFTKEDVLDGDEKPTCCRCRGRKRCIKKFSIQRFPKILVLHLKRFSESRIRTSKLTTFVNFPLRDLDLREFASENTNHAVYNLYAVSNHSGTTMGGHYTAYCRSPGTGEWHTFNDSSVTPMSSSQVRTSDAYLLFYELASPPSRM
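Cell-free coupled assay: 10nM USP2 core preincubated 30min RT with compound in Tris-HCl pH 8.0/CaCl2/CHAPS buffer, then 25nM Ub-CHOP2 and 25nM reporter substrate; fluorescence (Ex 485/Em 531) read after 60min RT, normalized to NEM inhibition, concentration-response curves fitted.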
MBNL1 CUG block – qHTS Assay for Inhibitors of MBNL1-poly(CUG) RNA binding | Muscleblind-like protein 1 (Homo sapiens), Q9NR56 | TR-FRET MBNL1-His/biotin-(CUG)12 binding, 665/545 ratio | Potency, µM (highest dose often 57.5 µM), without a hit: at the highest dose activity change, negative = inhibition, usual class: inhibitors | 280,000 tested, 0.036% active; active = well fitted inhibition curve with a large enough effect in the signal ratio, with a control signal flat, not every such curve was filed as active; inconclusive = small, poorly fitted or top-dose-only effect, or effect the other way, or a change in a side signal; inactive = no such curve, though single readings can be large or run the other way; the % refers to the signal ratio; also: potency is read from the fitted curve at half-maximal effect; % is scaled to controls: 0 for no effect and ±100 for the full control effect
Target sequence (Q9NR56 whole entry, looked up): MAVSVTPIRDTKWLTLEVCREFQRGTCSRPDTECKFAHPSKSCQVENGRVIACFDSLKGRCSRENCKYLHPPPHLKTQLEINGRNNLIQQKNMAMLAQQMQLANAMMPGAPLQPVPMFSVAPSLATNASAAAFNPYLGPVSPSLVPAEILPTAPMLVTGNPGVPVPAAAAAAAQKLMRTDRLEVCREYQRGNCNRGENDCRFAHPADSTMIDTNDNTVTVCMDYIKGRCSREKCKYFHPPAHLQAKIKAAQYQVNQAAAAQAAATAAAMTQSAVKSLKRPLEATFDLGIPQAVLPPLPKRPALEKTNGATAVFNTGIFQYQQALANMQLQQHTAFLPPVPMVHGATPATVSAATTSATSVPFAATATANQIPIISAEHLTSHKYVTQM
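Ratiometric TR-FRET (665 over 545 nm, excitation 340 nm) tracks disruption of MBNL1-His/biotin-(CUG)12 complex after 60 min at room temperature, with compounds at 92 nM to 58 uM final.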
GALK inhibitor – qHTS Assay for Inhibitors of Human Galactokinase (GALK); P51570; Purified GALK, Kinase-Glo residual ATP luminescence; Potency, µM (doses to about 57.5 µM), inactives show at the top dose activity change, negative = inhibition, usual class: inhibitors; 270,000 tested, 0.007% active; also: potency is read from the fitted curve at half-maximal effect; % is scaled to controls: 0 for no effect and ±100 for the full control effect
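Compounds were pin-transferred into ATP buffer (35 uM final), then GALK plus galactose (5 nM, 100 uM final) was added. After 1 h at room temperature, Kinase-Glo Plus was added and luminescence read after 10 min.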
Mito fusion act – qHTS Assay for Small Molecule Inhibitors of Mitochondrial Division or Activators of Mitochondrial Fusion; S. cerevisiae fusion-defective mutant growth rescue, CellTiterGlo 48 h; Potency, µM (doses to about 46.1 µM), inactives show at the top dose growth rescue (activation), actives largely listed as activators; 320,000 tested, 0.23% active;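 also: potency is read from the fitted curve at half-maximal effect; % of control where 0% means no effect; nearly all actives have a fitted effect of over 45% in size; temperature-sensitive fusion mutants such as fzo1-1 at 37 °C on non-fermentable ethanol glycerol medium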
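Read-out: ATP-based luminescence (CellTiterGlo, 10 min ambient) reporting growth of fusion-defective ts yeast after 48 hours at 37C on glycerol/ethanol YPEG medium in the presence of compound.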
Active calls of the source: *; u = inconclusive; x = no result given; & = joins results of further samples; [ ] = another dose, or the depositor's remark. Unless noted, calls follow the shape of the dose curve; as a rule, active = well fitted curve in the direction sought with a large enough effect; inconclusive = small, poorly fitted or top-dose-only effect, or another doubt; inactive = no such curve, though single readings can be large; an effect the other way counts as inactive or inconclusive.

SMILES	TSHR antag	S-ASM inh	Eya2 inh	Chronic BCR inh	Menin MLL FP TR	PKM2 activator	hERG WT inh	USP2a block	MBNL1 CUG block	GALK inhibitor	Mito fusion act
COc1ccc(C(=O)NNC(=O)Cn2nnc(-c3ccc(OC)c(OC)c3)n2)cc1	-8	5%	1%	-5%	11%	1%	x	1%	-2%	-3%	-1%
O=C(N/N=C/c1ccc2nccnc2c1)c1ccc(Br)cc1	2	0%	-12%	u	x	2%	26	0%	30%	0%	-1%
COc1ccc(CNC(=O)c2cnn3c(C(F)F)cc(C)nc23)cc1OC	-1	-2%	0%	2%	2%	3%	-13	3%	1%	-2%	-1%
COc1cccc(/C=N/n2nnnc2N)c1OCc1ccccc1Cl	15	0%	0%	15%	3%	5%	-9	-1%	u	0%	-1%
CCOC(=O)C1=C(C)OC(N)=C(C#N)C1c1cncc(-c2ccc(F)cc2)c1 (stereo not drawn)	-8	1%	-1%	-9%	7%	-3%	5	2%	-9%	1%	-1%
C[C@@H](c1ncncc1F)[C@](O)(Cn1cncn1)c1ccc(F)cc1F	10	x	-7%	u	-2%	-1%	x	1%	-5%	2%	1%
CC(C)N(C(=O)COC(=O)c1cncc(Br)c1)C(C)C	9	1%	8%	7%	4%	2%	47	3%	-1%	13%	-2%
O=C(NN1C(=O)c2ccccc2NC1c1ccco1)c1ccc([N+](=O)[O-])cc1 (stereo not drawn)	-5	6%	-9%	-2%	-6%	x	-11	1%	u	-2%	17%
CCN1CCN(CCCNC(=O)c2ccc3c(=O)n(CCc4ccccc4)c(=O)[nH]c3c2)CC1	8	362%[activator]	5%	-2%	2%	x	-18	0%	6%	-2%	-8%
CCC(C)[C@@H](CN)NCC1(c2ccccc2)CC1 (stereo partly drawn)	12	16%	-1%	0%	x	x	-10	1%	x	x	-9%
COc1cc(C(=O)NCc2nnc(SCC(=O)Nc3cccc(C)c3)o2)cc(OC)c1OC	2	5%	-16%	-2%	14%	14%	-4	3%	3%	1%	0%
COC(=O)CC1C(=O)NCCN1C(=S)NC(=O)c1ccccc1[N+](=O)[O-] (stereo not drawn)	-3	8%	-7%	-28%	1%	1%	-5	-1%	u	3%	2%
CC1(C)Cc2nc3oc4c(=O)n(CC(=O)Nc5ccccc5)cnc4c3cc2CO1	-9	4%	1%	-1%	-19%	0%	5	4%	3%	-2%	3%
COC(=O)c1cn(NC(=O)CCC2CCCC2)c(=O)c2ccccc12	-4	-1%	2%	u	10%	-9%	2	0%	1%	-1%	12%
COc1ccc(CCNC(=O)Cn2cc(C(F)(F)F)cc(Cl)c2=O)cc1OC	0	3%	4%	u	0%	0%	20	0%	-5%	-2%	1%
CCCn1c(SCC(=O)Nc2ccc(F)c(Cl)c2)nc(O)cc1=O	-7	-2%	-39%	5%	x	x	-3	0%	x	x	x
CCOc1ccccc1C(=O)NC(C)c1ccc2c(c1)OCO2 (stereo not drawn)	2	-1%	4%	-2%	-11%	-12%	8	1%	-5%	1%	9%
O=C(CN1CCN(c2ccc(F)cc2)CC1)Nc1nccs1	14	2%	-12%	0%	-13%	x	-6	5%	-5%	2%	9%
Cc1c(Cc2ccccc2)c(=O)oc2c(C)c(OCC(=O)Nc3ccc(C#N)cc3)ccc12	6	20%	5%	1%	-5%	1%	2	-2%	13%	1%	-5%
COc1ccc2oc(C(=O)OCC(=O)Nc3ccc(N4CCOCC4)cc3)c(C)c2c1	3	-1%	5%	6%	x	x	-12	-1%	x	x	-5%
CSc1cccc(NC(=O)C2CCN(S(C)(=O)=O)CC2)c1	24	0%	6%	u	8%	5%	3	2%	-6%	-1%	-7%
O=C(NCc1ccccn1)C1CC(c2ccc(F)cc2)=NO1 (stereo not drawn)	5	1%	11%	-14%	5%	-3%	-2	1%	-10%	0%	0%
c1ccc(C2[C@H]3CN(Cc4cccnc4)[C@H](c4ccccc4)C34CC2(c2cccnc2)C4)cc1 (stereo partly drawn)	-6	3%	-1%	-1%	-1%	2%&6%	-1	-5%	-10%	-2%	-9%
Cc1ccc(C)c(-c2nn(-c3cc(N4CCN(CCO)CC4)ccc3[N+](=O)[O-])c(=O)c3ccccc23)c1	5	-21%	-7%	u	22%	8%	-1	0%	u	-2%	-26%
O=C(O)c1nn(CC(=O)N2CCN(c3ccccc3)CC2)c(=O)c2ccccc12	6	0%	7%	0%	-1%	1%	-4	2%	19%	-1%	-5%

The closing 4 records of the section above open the next one:
SMILES	TSHR antag	S-ASM inh	Eya2 inh	Chronic BCR inh	Menin MLL FP TR	PKM2 activator	hERG WT inh	USP2a block	MBNL1 CUG block	GALK inhibitor	Mito fusion act
O=C(NCc1ccccn1)C1CC(c2ccc(F)cc2)=NO1 (stereo not drawn)	5	1%	11%	-14%	5%	-3%	-2	1%	-10%	0%	0%
c1ccc(C2[C@H]3CN(Cc4cccnc4)[C@H](c4ccccc4)C34CC2(c2cccnc2)C4)cc1 (stereo partly drawn)	-6	3%	-1%	-1%	-1%	2%&6%	-1	-5%	-10%	-2%	-9%
Cc1ccc(C)c(-c2nn(-c3cc(N4CCN(CCO)CC4)ccc3[N+](=O)[O-])c(=O)c3ccccc23)c1	5	-21%	-7%	u	22%	8%	-1	0%	u	-2%	-26%
O=C(O)c1nn(CC(=O)N2CCN(c3ccccc3)CC2)c(=O)c2ccccc12	6	0%	7%	0%	-1%	1%	-4	2%	19%	-1%	-5%
O=C(c1ccco1)N1CCN(Cc2cn[nH]c2-c2ccc(F)cc2F)CC1	0	1%	10%	u	-10%	-3%	2	-1%	-11%	4%	1%
C/C(=N\Nc1ccc(Cl)c(C(=O)O)c1)c1cccc([N+](=O)[O-])c1	18	6%	-6%	u	x	2%	-26	-2%	u	0%	-1%
O=C(Nc1ccccc1)OCC1CCCN2CCCCC12 (stereo not drawn)	-5	2%	-13%	u	-16%	-1%	32	-1%	-7%	-4%	5%
Cc1ccccc1C(=O)NN1C(=O)CSC1=S	18	x	6%	u	7%	-5%	2	2%	x	2%	0%
COC(=O)Nc1ccc(S(=O)(=O)N2CCCc3ccccc32)cc1	-5	-2%	2%	u	20%	4%	-9	-7%	-2%	0%	17%
COc1ccc2oc(=O)c(C(=O)C[n+]3cccc(C)c3)cc2c1	-3	3%	18%	-1%	-2%	30%	14	1%	u	0%	-2%
Cc1nnc(SCC(=O)Nc2ccccc2F)n1Cc1ccco1	2	-1%	u	0%	x	-2%	4	0%	-3%	1%	-4%
Cc1scc(-c2n[nH]c(=S)n2C(C)c2ccccc2)c1C (stereo not drawn)	-3	-2%	-1%	1%	-6%	-1%	2	4%	6%	0%	24%
COc1ccc(-c2nnn(CC(=O)N(CC(=O)NC3CCCC3)c3ccccc3)n2)cc1OC	-7	-2%	-1%	-14%	-15%	0%	19	3%	3%	0%	2%

A portion of the library, so the mix of outcomes need not match the whole.
